# Screening results: PubChem BioAssay, several laboratories
# Efa HMGR inh = blocks class II HMG-CoA reductase of Enterococcus faecalis; purified E. faecalis HMGR, NADPH absorbance 340 nm kinetic; AID 1066; inhibition, % at 10 µM; 190,000 compounds, 0.41% hits;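 active = inhibition above a set limit, the median over all tested compounds plus 3 SD, cut at about 9.5% in these data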;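 also: enzyme runs in reverse so mevalonate oxidation gives rising NADPH absorbance; 0% = complete reaction with DMSO and 100% = background rate lacking mevalonate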
# Lmaj promast = Leishmania major promastigote growth inhibition; Leishmania major promastigotes, resazurin fluorescence viability; inhibition, % at 10 µM; 200,000 compounds, 9% hits; AID 1063; in the data active = inhibition above about 50%;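 also: promastigotes grown with compound for 44 hours at 28 °C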
# TNAP inh noacc = TNAP (human) inhibition, acceptor-free conditions. P05186. purified TNAP, CDP-star luminescence, 30 min. inhibition, % at 20 µM. 200,000 compounds, 0.26% hits;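 active = tissue-nonspecific alkaline phosphatase inhibition above about 50% at 20 µM in the single-dose screen, limit read from the data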;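 also: 0% = DMSO negative control and 100% = EDTA positive control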
# Redox H2O2 prof = compounds producing H2O2 with reducing agent – biochemical, NIH compound library profiling, artefact control for MLSCN library redox annotation, primary screen; DTT-dependent redox cycling H2O2, phenol red/HRP absorbance; 100% = 100 µM peroxide control, 0% = buffer; AID 878; activation, % at 10 µM; 200,000 compounds, 0.03% hits;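 active = activation of at least 50% relative to the plate's high and low controls in the primary single-dose screen; inactive = activation below 50%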;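 also: compound incubated with DTT at 0.8 mM final as the reducing agent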
# PMI activator = phosphomannose isomerase (human) activation; P34949; purified human PMI, coupled resazurin fluorescence, 20 min; hits give high values; 1 = vehicle control, 0 substrate-free wells; activation factor at 20 µM; 190,000 compounds, 0.005% hits;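 active = activation factor of 2 or more at 20 µM, relative to plate controls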
# Target sequence (P34949 whole entry, looked up): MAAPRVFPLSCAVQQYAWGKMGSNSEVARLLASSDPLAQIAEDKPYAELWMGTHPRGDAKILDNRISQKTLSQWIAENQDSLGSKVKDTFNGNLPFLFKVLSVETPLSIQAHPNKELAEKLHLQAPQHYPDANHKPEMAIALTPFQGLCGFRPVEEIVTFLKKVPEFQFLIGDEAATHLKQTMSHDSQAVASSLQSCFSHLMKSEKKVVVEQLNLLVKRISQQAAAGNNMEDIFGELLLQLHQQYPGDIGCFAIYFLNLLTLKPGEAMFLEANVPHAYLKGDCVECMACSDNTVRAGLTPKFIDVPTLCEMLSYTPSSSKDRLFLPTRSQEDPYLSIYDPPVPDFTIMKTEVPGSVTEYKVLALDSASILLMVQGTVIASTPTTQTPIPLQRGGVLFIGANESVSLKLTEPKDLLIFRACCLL
# RAM network inh = yeast RAM network inhibition; AID 868; 190,000 compounds, 1.8% hits; S. cerevisiae dse1pr::URA3 reporter, 5-FOA growth OD615, 2 d; analog-sensitive cbk1-as2 kinase mutant strain; inhibition, % at 50 µM;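 active = inhibition above a set limit, 3 SD over mean compound inhibition, cut at about 8.4% in these data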;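 also: 0% = DMSO-only wells with no growth and 100% = 10 µM 1-NA-PP1 full growth; inhibition rescues growth on 5-FOA so higher OD means more RAM inhibition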
# TNAP inh hi DEA = blocks human TNAP under high phosphate acceptor concentration | P05186 | purified TNAP, CDP-star luminescence, 1 M DEA | 200,000 compounds, 0.03% hits | inhibition, % at 20 µM;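 active = over 50% inhibition of tissue-nonspecific alkaline phosphatase at 20 µM in the single-dose screen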;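 also: plate controls were DMSO wells for no effect and EDTA-quenched wells as full inhibition for full effect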
# Hsp70 activator = Hsp70 transcriptional activation, primary screen. HeLa Hsp70 promoter luciferase reporter, luminescence; scaled: vehicle 0, proteasome-inhibitor control 100%. activation, % at 10 µM. 200,000 compounds, 0.04% hits. AID 1203;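 active = activation above the mean across all tested compounds plus 3 SD, cutoff set per campaign, cut at about 5.5% in these data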;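 also: 100% = MG132 at 30 µM as the positive control and 0% = DMSO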
# S1P3 antag = antagonists of human S1P3 receptor. Q99500. CHO S1P3 NFAT-BLA reporter, FRET fluorescence, antagonist mode. inhibition, % at 4.98 µM. 170,000 compounds, 0.27% hits. AID 485;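 active = inhibition above the plate cutoff, the mean inhibition of test wells on that plate plus 3 SD, cut at about 28% in these data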;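 also: cells challenged with S1P at its EC80 of 0.8 µM; blue over green emission ratio from cleaved BLA substrate after 4 h stimulation; 0% = S1P-stimulated wells and 100% = unstimulated DMSO-only wells; some compounds past the cut are filed as inactive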
# Target sequence (Q99500 whole entry, looked up): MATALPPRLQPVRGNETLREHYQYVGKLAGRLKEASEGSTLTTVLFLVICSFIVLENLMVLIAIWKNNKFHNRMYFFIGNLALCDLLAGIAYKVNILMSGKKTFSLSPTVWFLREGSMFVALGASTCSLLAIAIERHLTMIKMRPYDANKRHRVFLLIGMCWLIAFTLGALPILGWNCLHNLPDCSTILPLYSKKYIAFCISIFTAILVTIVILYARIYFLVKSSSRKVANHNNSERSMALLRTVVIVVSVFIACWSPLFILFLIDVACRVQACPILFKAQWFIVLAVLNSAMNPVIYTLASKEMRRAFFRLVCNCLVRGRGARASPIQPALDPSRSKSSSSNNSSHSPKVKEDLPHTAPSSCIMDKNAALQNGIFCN
# PMI act hi M6P = PMI (human) activation, high substrate | coupled PMI enzyme assay, resazurin fluorescence, 20 min; hits give high values; 1 = untreated enzyme, 0 = substrate-free blank | activation factor at 20 µM | 190,000 compounds, 0.34% hits;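 active = activation factor of 2 or more at 20 µM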
#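 Test system: Human PMI in coupled enzyme assay | Input: 15 ng/mL PMI | Medium: HEPES-buffered pH 7.4 with magnesium and detergent | Compound: One concentration, 20 µM, in 1% DMSO | Incubation: Enzyme reaction with compound 20 min at room temperature | Detection: Diaphorase-driven resazurin-to-resorufin fluorescence, excitation 544, emission 590 nm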
# * = called active by the depositor; . = no result given.
SMILES,Efa HMGR inh,Lmaj promast,TNAP inh noacc,Redox H2O2 prof,PMI activator,RAM network inh,TNAP inh hi DEA,Hsp70 activator,S1P3 antag,PMI act hi M6P
COc1ccc(Cl)cc1N(CC(=O)NC(C)(C)C)S(=O)(=O)c1ccc(C)c([N+](=O)[O-])c1,-7,96*,-13,-0.7,0.8,3.2,0,-0.1,7,0.8
CCOC(=O)c1c(C)c(C(=O)Nc2ccccc2)c(C)n1CC,-1,7,-14,1.4,0.9,2.6,-4,-0.2,19,0.9
Cc1ccc(Cn2ccc(-c3cnc(-c4ccccc4)s3)n2)cc1,-4,8,-20,0.1,1,2.9,-4,-0.1,.,1
O=C(O)CCCCCN=Cc1c(O)c2ccccc2oc1=O,-3,-7,-9,0.3,0.9,0.4,2,0.3,0,0.9
Cc1ccccc1C(=O)N1CCC(C(=O)Nc2ccc3c(c2)OCCO3)CC1,-12,-7,-8,-7.4,0.9,2.7,-5,-0.5,.,0.9
O=C(CCSc1ccc(Cl)cc1)N1CCN(c2ncccn2)CC1,-2,-5,-13,-0.2,1,0.0,-7,0.3,16,1
COc1ccc(C(c2nnnn2CC2CCCO2)N2CCN(c3ccc(F)cc3)CC2)cc1 (stereo unspecified),-1,7,-8,2.6,1.1,0.8,-4,-0.3,-36,1.3
Cc1cc(NC(=O)CCC2COc3ccccc3O2)no1 (stereo unspecified),2,-6,-8,-0.5,1,2.0,2,-0.2,0,1
CCCCC(=O)NC1(C(F)(F)F)C(=O)N(Cc2ccco2)C(C)=C1C(=O)OC (stereo unspecified),-8,-9,-9,-0.3,0.9,1.1,-2,-0.1,-5,1
O=S(=O)(Nc1ccc2c(c1)OCCO2)c1cccs1,0,-2,-14,-2.2,0.9,0.4,-4,-0.1,-21,1
CCCCNc1nnc(CCn2nc(C)c(Br)c2C)s1,0,-3,-7,-0.2,1.2,-0.3,-6,-0.4,-5,1.1
Cc1ccc(CN2C(=O)N/C(=C/c3cc(C)n(-c4ccccn4)c3C)C2=O)cc1,-7,-1,-7,0.1,1.1,3.2,3,0.1,10,1.1
O=C1N(CN2CCC3(CC2)OCCO3)c2ccccc2C12OCCCO2,2,-6,-12,1.4,1,-0.7,-3,-0.2,-17,1
NNC(=O)c1sc2cc(C(F)(F)F)cnc2c1-c1cccnc1,2,4,-19,-0.8,1,-0.5,-7,-0.3,-7,1
COc1ccc(OCCSc2ncccn2)cc1,-1,-7,-11,0.9,0.8,-0.3,-1,0.0,-27,0.9
COc1ccccc1C(c1nnnn1C(C)(C)C)N1CCCCCC1 (stereo unspecified),-2,26,-12,1.1,1.1,0.4,-10,-0.4,22,1.1
Cn1ncc(Br)c1C(=O)NC(=S)N1CCN(c2ccccn2)CC1,-1,-9,-2,-0.2,0.9,0.5,-2,-0.2,-8,0.9
COc1ccccc1N(C)S(=O)(=O)c1ccc(C(=O)OCC(=O)Nc2ccccc2F)cc1,-3,11,0,-0.4,1.1,7.4,-7,-0.2,-24,1
O=C(CN1CCN(c2ccccn2)CC1)Nc1ccc(Cl)c(C(F)(F)F)c1,-2,-6,-9,2.3,0.9,0.8,-2,-0.4,-41,0.9
COc1ccc(C)cc1NC(=O)C(OC(=O)CNC(=O)c1ccc(Oc2ccccc2)cc1)c1ccccc1 (stereo unspecified),-1,-8,-43,0.0,0.8,6.4,-1,-0.2,-1,1
NS(=O)(=O)c1ccc(N/C=C\C(=O)c2ccc(F)cc2)cc1,-2,-4,-6,0.4,1.1,1.5,1,0.0,-7,1
Cc1noc(C)c1CSc1ncnc2sc(C)c(C)c12,1,6,-5,-0.5,0.9,5.8,-4,-0.4,-38,0.9
CCN(CC)C(=O)Cc1c(OC)ccc2cc(Br)ccc12,-5,9,-12,-0.9,0.9,0.2,-6,-0.3,7,1
O=C(/C(=C/O)N=Nc1ccccc1Cl)c1ccccc1,1,-6,-1,-0.6,0.9,2.4,8,-0.1,-16,0.9
O=C1CCCC2=C1C(c1ccco1)Nc1ccc3ccccc3c12 (stereo unspecified),-3,11,-8,1.8,0.9,3.0,1,-0.3,-25,0.8

# An excerpt of these results, bar-delimited.
Molecule | Efa HMGR inh | Lmaj promast | TNAP inh noacc | Redox H2O2 prof | PMI activator | RAM network inh | TNAP inh hi DEA | Hsp70 activator | S1P3 antag | PMI act hi M6P
CCN(CC)C(=O)Cc1c(OC)ccc2cc(Br)ccc12 | -5 | 9 | -12 | -0.9 | 0.9 | 0.2 | -6 | -0.3 | 7 | 1
O=C(/C(=C/O)N=Nc1ccccc1Cl)c1ccccc1 | 1 | -6 | -1 | -0.6 | 0.9 | 2.4 | 8 | -0.1 | -16 | 0.9
O=C1CCCC2=C1C(c1ccco1)Nc1ccc3ccccc3c12 (stereo unspecified) | -3 | 11 | -8 | 1.8 | 0.9 | 3.0 | 1 | -0.3 | -25 | 0.8

# Next structures
SMILES,Efa HMGR inh,Lmaj promast,TNAP inh noacc,Redox H2O2 prof,PMI activator,RAM network inh,TNAP inh hi DEA,Hsp70 activator,S1P3 antag,PMI act hi M6P
O=C(N/N=C/c1sc(N2CCOCC2)nc1-c1ccccc1)c1cccc(S(=O)(=O)N2CCCC2)c1,1,23,-9,-1.7,1,7.1,-3,-0.3,1,1
Cc1ccc(S(=O)(=O)N2CCC(C(=O)Nc3nnc(-c4ccco4)s3)CC2)cc1,-6,10,-10,1.8,0.9,3.3,-3,0.3,39,1
COc1ccccc1OCCSc1nc2ccccc2n1CCO,-2,-4,-8,-0.5,1,0.6,-2,0.3,4,1.1
CC(NC(=S)Nc1ccc(Cl)cc1Cl)C(c1cccs1)N1CCCC1 (stereo unspecified),-9,34,-4,0.6,1,0.4,-2,-0.5,2,1
Cc1ccc(SCC(=O)Nc2nccs2)cc1,0,21,-4,0.5,1.1,1.5,-5,-0.2,-16,1.2
CN(Cc1nc(-c2cccnc2)no1)S(=O)(=O)c1ccc2ccccc2c1,-6,-4,-9,0.6,0.9,-0.3,-3,-0.1,-11,0.9
O=C(Nc1ccc2c(c1)OCCO2)N1CCN(Cc2ccccc2)CC1,-2,-2,-2,-0.1,0.9,1.0,-2,-0.1,-1,1
COc1ccc(NC(=O)c2ccc(COc3ccccc3Br)o2)cc1OC,-1,1,-13,-0.8,0.9,5.6,-7,-0.1,23,0.8
O=C1N2CN(C(c3ccccc3)c3ccccc3)CN=C2SC1(CO)CO,-1,2,2,5.0,0.9,-0.5,7,0.0,10,0.9
Cc1ccc(CNC(=O)C2CCC(=O)N2C2CCCCC2)cc1 (stereo unspecified),-4,-4,-4,-1.3,1,-0.7,-7,0.0,5,1
CCC(=O)Nc1nonc1-c1nc2ccccc2n1N(C(=O)CC)C(=O)CC,-9,1,-11,-1.3,0.9,2.4,-1,-0.4,-10,1
CCN(NC(=O)C(O)(c1ccc(F)cc1)c1ccc(F)cc1)C(=O)c1ccccc1,-2,-2,-28,0.0,0.9,6.5,-4,-0.3,1,1
CCOC(=O)c1nc(NCc2ccccc2)c2ccccc2n1,-1,52*,6,-0.5,1.1,0.6,-3,-0.2,-4,1
COc1cccc(-c2cc(C(=O)Nc3ccccc3SC)no2)c1,-1,-9,-21,1.5,1,7.8,-8,-0.4,19,1
CCn1c(COc2cc(C)ccc2C(C)C)nnc1SCC(=O)Nc1nccs1,-9,6,-11,-1.5,1.1,4.8,-3,0.0,-7,1.1
O=S(=O)(Nc1cccnc1)c1ccc(C2CCCCC2)cc1,-7,-7,-10,-0.1,0.9,4.5,-9,-0.3,.,0.9
COC(=O)/C(=N/Nc1ccccc1Cl)Sc1nnc(C(O)c2ccccc2)n1-c1ccccc1 (stereo unspecified),2,-5,-26,0.8,1.1,2.8,-2,-0.2,-10,1.1
C/C(=N\O)c1ccc2c3ccccc3n(C)c2c1,0,5,-6,-3.0,0.9,4.3,-4,0.2,-15,0.9
S=C(NCC1CCCO1)N1CCN(c2ccc(Cl)c(Cl)c2)CC1 (stereo unspecified),-1,18,-6,-0.4,0.9,4.5,-2,-0.1,21,0.9
COc1cc(/C=N/NC(=O)c2ccc(-n3cccc3)cc2)ccc1O,-7,8,-12,-0.9,1,-0.3,-4,-0.1,-44,0.9
COc1ccc(-n2ncc3c(NCC(C)C)ncnc32)cc1,-2,18,-10,-1.8,1,0.3,-5,-0.2,-4,1
CC(C)CCNC(=O)C(c1ccncc1)N(CC1CCCO1)C(=O)Cn1nnc(-c2ccc(F)cc2)n1 (stereo unspecified),-1,5,-7,-1.3,0.9,0.0,-4,-0.3,-5,0.9
COc1ccc(C2C(C#N)=C(N)SC(N)=C2C#N)cc1OC,-5,-4,-26,0.7,1.1,0.7,-2,0.0,.,1.6
CC(C)c1onc(C(=O)Nc2cccc(Cl)c2)c1[N+](=O)[O-],6,-8,-1,-0.5,1,2.2,-1,0.3,-6,1
Cc1ccc2nc(-c3cccc(NC(=O)c4ccco4)c3)[nH]c2c1,-3,49,-11,0.2,0.9,0.5,-4,-0.4,33,0.9

# Whole records as entered above.
# Cc1ccc(SCC(=O)Nc2nccs2)cc1 is listed as Efa HMGR inh = 0; Lmaj promast = 21; TNAP inh noacc = -4; Redox H2O2 prof = 0.5; PMI activator = 1.1; RAM network inh = 1.5; TNAP inh hi DEA = -5; Hsp70 activator = -0.2; S1P3 antag = -16; PMI act hi M6P = 1.2
# Cc1ccc2nc(-c3cccc(NC(=O)c4ccco4)c3)[nH]c2c1 is listed as Efa HMGR inh = -3; Lmaj promast = 49; TNAP inh noacc = -11; Redox H2O2 prof = 0.2; PMI activator = 0.9; RAM network inh = 0.5; TNAP inh hi DEA = -4; Hsp70 activator = -0.4; S1P3 antag = 33; PMI act hi M6P = 0.9

# Other structures follow.
SMILES,Efa HMGR inh,Lmaj promast,TNAP inh noacc,Redox H2O2 prof,PMI activator,RAM network inh,TNAP inh hi DEA,Hsp70 activator,S1P3 antag,PMI act hi M6P
CC1Cc2ccccc2N1C(=O)Cn1c(=O)oc2cc(S(=O)(=O)NC3CCCC3)ccc21 (stereo unspecified),-3,29,-7,-1.1,0.9,2.5,-1,-0.2,-22,1
Cc1cc(C(=O)COc2cccnc2[N+](=O)[O-])c(C)n1Cc1cccs1,2,5,-1,-0.1,0.6,3.7,-4,-0.1,-17,0.4
CC(=O)c1ccc(N2CCN(C(=S)Nc3ccccc3)CC2)cc1,3,3,13,1.8,0.9,3.6,3,-0.2,.,0.9
CC(C)NC(=S)NNc1nc2ccccc2s1,-5,6,-137,0.1,1.1,-1.2,1,-0.4,-12,1.3
O=C(O)c1ccc(C=C(c2nc3ccccc3s2)c2nc3ccccc3s2)cc1,3,11,-13,-0.9,1,2.4,2,-0.1,-13,0.9
Cc1cc2nc(-c3ccc(SCc4ccccn4)nc3)[nH]c2cc1C,-3,64*,-13,-0.3,1,3.1,-6,-0.2,15,0.9
Cc1cnn(-c2cc(N/N=C/c3ccc(F)cc3)ncn2)c1,-2,-4,-6,-7.6,1,3.2,-5,-0.6,.,1
O=C(CCS(=O)(=O)c1ccc(Cl)cc1)Oc1ccc2c(c1)OCO2,0,-3,-20,-0.7,1,-0.5,-9,-0.1,-7,0.8
